# Assay outcomes deposited in PubChem BioAssay by The Scripps Research Institute Molecular Screening Center.
# GPR151 ag: activators of human GPR151 | activation, % at 11.2 µM | actives 1% (n = 650,000) | PathHunter beta-arrestin GPR151 cells, luminescence | Q8TDV0; in the data active = activation above about 4.9%;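 note: 0% = median of compound wells and 100% = cells with positive control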
# Target sequence (Q8TDV0 whole entry, looked up): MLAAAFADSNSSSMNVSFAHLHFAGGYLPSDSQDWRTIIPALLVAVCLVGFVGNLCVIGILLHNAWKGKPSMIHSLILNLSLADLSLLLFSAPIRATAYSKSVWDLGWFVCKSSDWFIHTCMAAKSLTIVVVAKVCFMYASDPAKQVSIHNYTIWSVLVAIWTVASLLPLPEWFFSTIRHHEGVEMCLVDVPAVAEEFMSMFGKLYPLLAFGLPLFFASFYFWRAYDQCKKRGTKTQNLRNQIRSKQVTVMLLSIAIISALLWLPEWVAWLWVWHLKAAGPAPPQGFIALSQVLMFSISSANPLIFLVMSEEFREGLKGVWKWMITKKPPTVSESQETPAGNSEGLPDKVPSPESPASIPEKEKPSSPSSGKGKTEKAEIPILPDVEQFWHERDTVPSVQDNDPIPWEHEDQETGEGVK
# TEAD-YAP inh: TEAD-YAP interaction inhibition; HEK-TIYL cells, TEAD-Gal4/YAP UAS-luciferase luminescence; inhibition, % at 9.12 µM; actives 1.4% (n = 640,000); AID 1259422; in the data active = inhibition above about 32%;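 note: 0% = median of test compound wells and 100% = reference inhibitor wells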
# FBW7 activator: human FBW7 E3 ligase activation, primary screen | Q969H0 | AlphaScreen FBW7–phospho-cyclin E peptide binding, activator screen | normalized activity (activation), % at 26.1 µM | actives 0.13% (n = 650,000) | AID 1259310; in the data active = normalized activity above about 1.9%;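 note: purified mutant Fbw7 with reduced substrate affinity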
# MITF inh: human MITF inhibition, primary screen. actives 0.91% (n = 650,000). AlphaScreen MITF homodimerization, bead proximity signal. inhibition, % at 2.6 µM; in the data active = inhibition above about 50%;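 note: 0% = vehicle wells with protein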
# Target sequence (O75030 whole entry, looked up): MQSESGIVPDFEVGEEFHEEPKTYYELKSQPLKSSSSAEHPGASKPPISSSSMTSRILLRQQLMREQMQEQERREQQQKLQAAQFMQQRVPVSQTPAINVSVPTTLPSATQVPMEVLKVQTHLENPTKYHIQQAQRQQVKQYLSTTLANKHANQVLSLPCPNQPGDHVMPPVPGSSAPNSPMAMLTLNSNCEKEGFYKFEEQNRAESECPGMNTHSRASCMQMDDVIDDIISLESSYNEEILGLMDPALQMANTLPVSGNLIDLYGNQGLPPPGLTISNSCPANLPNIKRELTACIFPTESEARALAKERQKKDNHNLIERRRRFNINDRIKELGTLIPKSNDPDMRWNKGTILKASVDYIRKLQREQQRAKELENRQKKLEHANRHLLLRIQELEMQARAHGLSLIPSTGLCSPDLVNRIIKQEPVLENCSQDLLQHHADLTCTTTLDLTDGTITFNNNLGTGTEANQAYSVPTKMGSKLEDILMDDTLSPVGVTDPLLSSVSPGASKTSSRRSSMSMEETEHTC
# * hit, by the source's call; & = joins results of further samples.
# Second line of a record: GPR151 ag, TEAD-YAP inh, FBW7 activator, MITF inh
Cc1ccccc1C(=O)Nc1cc(Cl)cc(Cl)c1
    0.3, -15, 0.1, 7
Cc1cc(NC(=O)CN2C(=O)c3ccccc3C2=O)n[nH]1
    0.4, 6, 0.0, 7
O=C(Nc1cccnc1)c1cnn2c(C(F)(F)F)cc(-c3ccccc3)nc12
    -0.7, 5, -0.1, 1
COCCNC(=O)C1CCN(c2nc(C)cc(OC)n2)CC1
    0.7, -10, 0.8, 16
CN(C)c1ccc(-c2nccnc2NS(=O)(=O)C2CC2)cc1
    -0.2, -11, -0.5, -5
Cc1ccnc(Nc2ccc(N3CCN(C(=O)Nc4ccc(F)cc4)CC3)nn2)c1
    0.9, -13, -1.2, 9
CC(C)n1c2ccccc2n2c(=O)c(=O)n(Cc3ccccc3C#N)nc12
    -0.4, -11, 0.0, -7
Cn1c2c(c(=O)n(C)c1=O)C(c1ccc(F)cc1)C1=C(CCCC1=O)N2 (configuration not stated)
    1.9, 6, 0.0, 13
CCOC(=O)CSc1nc2cc3c(cc2c(=O)n1CCCC(=O)NCCc1ccc(OC)c(OC)c1)OCO3
    -0.2, -11, -0.1, 0
CC1=NN(c2ccccc2)C(=O)/C1=c1/s/c(=C2\Sc3ccccc3N2C)c(=O)n1C
    1.8, -24, -0.1, -17
Cc1ccc2oc(C(=O)N3CCC4(CC3)NC(=O)c3ccccc3N4)cc(=O)c2c1
    0.0, 7, 0.0, 10
CC1CCC2C(C1)NN(c1ccccc1)C2(C)C (configuration not stated)
    -1.1, 1, 0.2, 10
COc1ccc(C(=O)NCC(=O)Nc2ccc(Cl)cc2)cc1
    0.8, 2, -0.1, 7
Cc1nc2sccn2c1-c1csc(Nc2ccc(N)cc2)n1
    -1.0, 0, -0.3, 18
COc1cccc2sc(=NC(=O)CS(=O)(=O)c3ccc(F)cc3)n(C)c12
    2.1, 5, 0.0, 0
COc1ccc(-c2csc(Nc3ccc4c(c3)OCO4)n2)cc1Br
    0.9, -25, -0.2, 2
CCCC(=O)Nc1nc(-c2ccc(Br)s2)cs1
    1.2, -22, 0.3, 4
COc1cc2nc(CN3CCc4ccccc4C3)nc(N)c2cc1OC
    -0.8, -12, 0.7, 35
O=c1c2cc(N3CCCCC3)ccc2nc(SCc2ccc(Cl)cc2)n1Cc1ccccc1
    -0.2, -11, 0.2, -5
O=C(COC(=O)CN1C(=O)c2ccccc2C1=O)Nc1ccc(SC(F)F)cc1
    -0.2, -6, 0.2, -6
O=C(COc1ccc(NC(=O)C2C3CC4OC(=O)C2C4C3)cc1)c1ccccc1 (configuration not stated)
    2.2, 9, 0.0, 10
COc1ccc(-c2cc(C(F)F)n3ncc(C(=O)N4CCOCC4)c3n2)cc1
    -1.3, -13, -0.1, 0
CCNC(=O)[C@@H]1C[C@@H](NCc2ccc(F)c(F)c2)CN1Cc1ccc2ccccc2c1
    0.3, 4, -0.1, 15
CC(C)N(C(=O)COC(=O)c1c2c(nc3ccccc13)CCC2)C(C)C
    -0.5, -16, 0.1, -5
CCCOc1ccc(C(=O)Nn2c(-c3cccc([N+](=O)[O-])c3)nc3ccccc3c2=O)cc1
    0.3, -1, 0.0, 0
O=C1OC(c2cccc3ccccc23)=N/C1=C/c1cccc(F)c1
    -0.8, -2, 0.2, -10
COC(=O)c1cccc(N2C(=O)C3C4c5ccccc5C(c5ccccc54)C3C2=O)c1 (configuration not stated)
    -1.4, 2, -0.1, -7
CC(C)c1nc(-c2ccccn2)no1
    2.4, -8, -0.1, -21
CCOC(=O)C1=C(CN2CCn3cccc3C2C)NC(=O)NC1c1ccc(C)cc1 (configuration not stated)
    0.5, 2, -0.1, -1
CCN(CC)S(=O)(=O)c1cc(NC(=O)C(Cc2ccccc2)NC(N)=O)ccc1C (configuration not stated)
    0.1, 3, 0.2, 12
O=c1oc2ccccc2c(O)c1C=Nc1cccnc1
    0.5, 7, 0.1, 9
CCN1CCc2c(C(=O)OC)c(OCCc3ccccn3)cc(=O)n2CC1
    0.5, -7, 0.0, 4
CC(C)(C)C(=O)C1=C(O)C(=O)N(CC(=O)O)C1c1ccccc1 (configuration not stated)
    1.8, 0, 0.0, 2
Cc1ccc(C(=O)NNC(=O)CSc2nnc(C3CC3)n2C)cc1
    0.2, 4, -0.1, 7
CCOc1ccccc1Nc1nc(-c2ccccc2F)nc2ccccc12
    1.1, 8, 0.4, -3
COC(=O)c1ccc2c(=O)n(Cc3ccc(C(=O)N4CCCC4)cc3)c(=S)[nH]c2c1
    -1.3, 2, 1.3, 20
COc1cc([N+](=O)[O-])ccc1NC(=O)c1ccc(S(=O)(=O)N2CCc3ccccc32)cc1
    0.9, -3, -0.1, 12
CCOc1cccc(CNCCO)c1OCc1ccc(Cl)cc1
    2.2, 2, -0.1, 4
COCCCNC(=O)c1cccc2c(=O)c(C)c(-c3ccccc3)oc12
    -2.5, 1, -0.2, -1
Cc1ccccc1-c1nc(CSc2nc3c(c(=O)[nH]2)CCCC3)c(C)o1
    0.3, -2, 0.1, -4
CN(C)CCNC(=S)Nc1cccc(C(F)(F)F)c1
    3.1, -1, 0.6, 5
CSc1ccc(C2C(C(=O)N3CCOCC3)=C(C)NC3=C2C(=O)CCC3)cc1 (configuration not stated)
    1.0, 4, -0.1, 7
COc1ccccc1-c1nnc2sc(COc3cccc(C)c3)nn12
    1.3, -1, 0.1, -6
CC(C)(C)C(=O)c1sc(NCc2ccco2)c(C(N)=O)c1N
    -0.1, 1, 0.2, 14
O=C(NC1CCCC1)c1ccc(CS(=O)(=O)c2ccc(Br)cc2)o1
    -0.7, -10, 0.2, -3
CCCCCCN1C(=O)C(=O)/C(=C(\O)c2ccccc2)C1c1ccc(C)cc1 (configuration not stated)
    -0.8, -11, 0.0, -5
CC(C)OC(=O)c1ccc2c(c1)C(=O)N(c1cccc(Cl)c1Cl)C2=O
    1.2, 10, 0.4, 13
Cc1ccc(C(=O)N(C)Cc2ccccc2)c(C)c1
    -0.8, 1, 0.1, -8
Cc1ccc2c(c1)CN(CC(=O)NCCc1ccc(F)cc1)CC(C)O2 (configuration not stated)
    1.6, -3, -0.1, 14
CC(C)(C)NC(=O)COC(=O)CCC(=O)c1ccc(Cl)cc1
    0.3, 7, 0.1, 14

# Next structures
SMILES | GPR151 ag | TEAD-YAP inh | FBW7 activator | MITF inh
O=C(NNC(=O)c1cc2ccccc2oc1=O)c1ccccc1Br | 0.5 | 9 | 0.2 | 27
COc1ccc2nc(N(CCN(C)C)C(=O)CCc3ccccc3)sc2c1 | 3.2 | 4 | -0.1 | -2
CCn1c(SCC(=O)Nc2ccccc2C(=O)OC)nc2c1c(=O)n(C)c(=O)n2C | -0.1 | -1 | 0.1 | 3
CC(=O)Nn1c(O)c(C2=c3cc(C)ccc3=NC2=O)sc1=S | -0.3 | -4 | 0.0 | 9
CCOC(=O)C1=C(O)/C(=C/c2cccc(OC)c2)SC1=Nc1ccc([N+](=O)[O-])cc1 | -0.6 | 7 | 0.0 | 18
O=C(COC(=O)c1ccc(I)cc1)c1ccc(Br)cc1 | 0.7 | -7 | 0.1 | -8
CCOCCOC(=O)COc1ccc2c(=O)c(Oc3cc(C)c(Cl)c(C)c3)coc2c1 | 0.3 | 15 | -0.1 | 8
Cc1cc(=O)[nH]c(SCc2ccc(Br)cc2)n1 | -0.1&-0.3 | -5&-1 | -0.3&1.1 | -21&23
CCNC(=S)N1CCc2cc(OC)c(OC)cc2C1COc1ccc(OC)cc1 (configuration not stated) | -1.7 | 5 | 0.4 | 5
Cc1ccc(C(=O)NCCc2nnc3ccc(SCc4c(F)cccc4Cl)nn23)cc1 | 2.7 | -5 | 0.1 | -5
COc1ccc(CCNC(=O)CSCC(=O)O)cc1 | -1.9 | 18 | 0.0 | -6
CC(C)(C)c1ccc(C2SCC(=O)N2c2cc(Cl)cc(Cl)c2)cc1 (configuration not stated) | 0.1 | -6 | 0.1 | 8
Cc1ccccc1-c1noc(-c2cc(-c3ccccc3)n[nH]2)n1 | -1.0 | -9 | 0.1 | 6
COc1ccc(CNC(=O)C(C)NS(=O)(=O)c2ccc(C)cc2)cc1 (configuration not stated) | 0.3 | -4 | -0.2 | 16
CCN(CC)S(=O)(=O)c1cccc(C(=O)Nc2onc(C)c2C)c1 | -1.7 | -10 | 0.1 | 1
COc1ccccc1N(C)C(=O)c1c[nH]c(=O)c2ccccc12 | 0.2 | -8 | 0.1 | -2
CNC(=O)c1c(NC(=O)C(c2ccccc2)c2ccccc2)sc2c1CCC2 | 0.1 | -10 | 0.1 | -6
O=C(NCc1ccccc1)c1cc(F)c(F)cc1Cl | -0.4 | -19 | 0.1 | -6
COc1ccc(/C=C2/C(=O)N(c3ccc(Cl)c(Cl)c3)N=C2C)cc1OC | -0.7 | 5 | -0.2 | 7
CC1CCCC(NS(=O)(=O)c2cc(C(=O)Nc3ccc(Br)cc3)ccc2F)C1C (configuration not stated) | 0.1 | 9 | -0.1 | 7

# Fetched by compound from the list above (6):
SMILES | GPR151 ag | TEAD-YAP inh | FBW7 activator | MITF inh
O=C(COc1ccc(NC(=O)C2C3CC4OC(=O)C2C4C3)cc1)c1ccccc1 (configuration not stated) | 2.2 | 9 | 0.0 | 10
Cc1ccccc1-c1nc(CSc2nc3c(c(=O)[nH]2)CCCC3)c(C)o1 | 0.3 | -2 | 0.1 | -4
O=C(COC(=O)c1ccc(I)cc1)c1ccc(Br)cc1 | 0.7 | -7 | 0.1 | -8
CC(C)(C)NC(=O)COC(=O)CCC(=O)c1ccc(Cl)cc1 | 0.3 | 7 | 0.1 | 14
Cc1ccc(C(=O)NNC(=O)CSc2nnc(C3CC3)n2C)cc1 | 0.2 | 4 | -0.1 | 7
COc1ccc2nc(N(CCN(C)C)C(=O)CCc3ccccc3)sc2c1 | 3.2 | 4 | -0.1 | -2

# The list goes on:
SMILES | GPR151 ag | TEAD-YAP inh | FBW7 activator | MITF inh
C#C[C@]1(O)CC[C@H]2[C@@H]3CCc4cc(OC)ccc4[C@H]3CCC21C (some centres not stated) | -1.7 | -7 | 0.6 | 16
CC(C)c1ccc(OCC(=O)Nc2ccccc2C(F)(F)F)cc1 | 2.1 | -28 | 0.0 | -11
Cc1cccc(OCC(=O)O/N=C(\N)Cc2cccs2)c1 | -1.6 | -15 | 0.4 | 10
O=C(NNC(=S)NCc1ccccc1)c1ccc(O)cc1 | 0.4 | 3 | 0.1 | 11
COc1ccccc1N1CCN(C(=O)c2cc3n(n2)C(C(F)(F)F)CC(c2ccc4c(c2)OCO4)N3)CC1 (configuration not stated) | -1.7 | -2 | 0.6 | -2
CCOc1ccc(-c2nc(CSc3nnc(N)s3)cs2)cc1 | 1.5 | -65 | 0.1 | 8
CCCCN(C(=S)Nc1cccc(SC)c1)C1CCN(C(C)=O)CC1 | 1.7 | 9 | 0.0 | 3
CC(=O)[C@H]1CCC2C3CC=C4C[C@@H](OC(=O)CCC(=O)O)CC[C@]4(C)C3CC[C@@]21C (some centres not stated) | -0.3 | 6 | 0.0 | 19
O=C(Nc1nnc(Cc2ccc(Cl)cc2)s1)c1ccc(Br)cc1 | 0.4 | -2 | 0.1 | 10
COc1ccc(S(=O)(=O)Oc2cccc(C=C3C(=O)NC(=O)NC3=O)c2)cc1 | 6.1* | -10 | -1.0 | -5
COc1ccc(CCNC(=O)C(=O)NCC2CCCO2)cc1 (configuration not stated) | -1.8 | -5 | 0.2 | 10
OCCNc1cc(Nc2ccc3ncccc3c2)ncn1 | -0.6 | -27 | 0.0 | 5
Cc1ccccc1OCC(=O)NNC(=S)NC(=O)c1ccccc1[N+](=O)[O-] | 1.9 | 6 | 0.3 | -8
Cc1noc(C)c1-c1cccc(C(=O)NCc2cccc(C(F)(F)F)c2)n1 | -0.7 | -20 | 0.0 | -3
Cc1ccccc1NC(=O)C(Cl)=C(Cl)Cl | 1.3 | 4 | 0.0 | -4
O=C(CN1C(=O)c2cccc([N+](=O)[O-])c2C1=O)OCC(=O)c1ccccc1Cl | 2.0 | 2 | 0.2 | 15
CC(=O)N1c2ccccc2NC2=C(C(=O)CC(C)(C)C2)C1c1ccccn1 (configuration not stated) | 5.2* | -9 | 0.1 | -21
CC1ON(c2ccc(Cl)c(Cl)c2)C(=O)NC1=O (configuration not stated) | 0.3 | -4 | 0.1 | 14
CCOC(=O)c1cccc(NC(=O)C(C)N2C(=O)c3ccccc3C2=O)c1 (configuration not stated) | -0.2 | 2 | -0.1 | 5
Cn1c(=O)c(=O)n(C)c2cc(S(=O)(=O)N3CCOc4ccccc43)ccc21 | -1.8 | 3 | 0.0 | -23
COc1ccc(CCN(C(C)=O)C2CC(=O)N(c3ccc(Cl)cc3)C2=O)cc1OC (configuration not stated) | 1.4 | -9 | -0.1 | -4
Cc1ccc(NCc2ccccc2O)cc1C | -0.1 | -25 | -0.1 | 13
CSc1ccc(C2C(C(=O)OCCc3ccccc3)=C(C)NC3=C2C(=O)CCC3)cc1 (configuration not stated) | 0.6 | -1 | 0.3 | 10
CC1(Cc2ccc3c(c2)OCO3)C(=O)Nc2ccc(-c3cccnc3)cc21 (configuration not stated) | 0.7 | 42* | 0.2 | 11
COc1ccc(CN2CCN(C3CCCCC3)CC2CCO)cc1C (configuration not stated) | -0.5 | 5 | 0.2 | 12
Cc1ccc(NC(=O)COc2ccc(Cl)c(C)c2)c(Br)c1 | -0.2 | -5 | 0.2 | 12
O=C(CSc1nc2ccccc2nc1Cc1ccc(F)cc1)Nc1ccccc1C(F)(F)F | -1.1 | 4 | 0.9 | 8
CCN(CC)CCn1nc(C)nc1-c1ccccc1O | -0.2 | 8 | 0.7 | 9
CC(=O)N1c2ccc(NC(=O)c3ccccc3)cc2C(C)(c2ccc(C)cc2)CC1(C)C (configuration not stated) | 0.4 | 14 | 0.2 | 11
O=C(N/N=C/c1cccc2ccccc12)c1cc(-c2ccco2)[nH]n1 | 0.8 | 9 | 0.1 | 22
